Avidin bead fluor: compound fluoresces at 488/530 nm on avidin beads. compound fluorescence 488/530 nm, flow cytometry; hits give high values. fluorescence (KMESF) at 10 µM. 220,000 compounds, 0.38% hits. AID 1775; in the data active = fluorescence above about 47; note: inactives centre near 10
Cdc42 wt GTP: human Cdc42 wildtype GTP binding change, either direction | 190,000 compounds, 0.2% hits | P60953 | percent activity (GTP binding), % at 10 µM | GST-Cdc42 beads, Bodipy-GTP binding, flow cytometry; actives lie on both sides;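 active = percent activity GTP binding at least 20 points away from the 100% baseline, either down as inhibitor or up as activator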;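 note: median bead fluorescence of bound Bodipy-FL-GTP at 100 nM; 0% = excess unlabeled GTP control and 100% = no compound control; below 100% means less GTP binding so inhibitor and above means activator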
Target sequence (P60953 whole entry, looked up): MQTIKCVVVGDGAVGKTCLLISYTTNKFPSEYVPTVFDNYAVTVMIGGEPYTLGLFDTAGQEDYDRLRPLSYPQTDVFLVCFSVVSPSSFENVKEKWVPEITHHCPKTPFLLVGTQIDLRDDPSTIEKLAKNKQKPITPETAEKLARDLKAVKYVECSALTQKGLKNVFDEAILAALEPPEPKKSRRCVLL
Rac1 act GTP bind: human Rac1 activated mutant GTP binding change; P63000; GST-Rac1 activated beads, fluorescent GTP binding, flow cytometry; actives lie on both sides; 100% means binding = to untreated wells; percent activity (GTP binding), % at 10 µM; 190,000 compounds, 0.11% hits; AID 764;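 active = GTP binding at least 20 percentage points away from the 100% baseline, in either direction, so actives lie on both sides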
GSH fluor: GSH bead compound fluorescence profile; GSH beads flow cytometry, compound fluorescence 488/530 nm; hits give high values; fluorescence (KMESF) at 10 µM; 190,000 compounds, 0.25% hits; AID 1776; in the data active = fluorescence above about 89;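 note: glutathione beads carrying GST-tagged Bcl family fusion proteins plus one bare bead set; values are compound well signal with DMSO vehicle wells as background; inactives centre near 16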
Rab7 wt GTP bind: alters GTP binding to wildtype dog Rab7; GST-Rab7 beads, fluorescent GTP binding, flow cytometry; actives lie on both sides; untreated = 100%, excess cold GTP = 0%; GTP binding activity (percent of control), % at 10 µM; 190,000 compounds, 0.055% hits; AID 758;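 active = fluorescent GTP binding to Rab7 beads changed by at least 20 points from the 100% baseline, either direction, mostly lower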;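 note: median green fluorescence of bound Bodipy-FL-GTP per Rab7 bead population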
HRas wt GTP: changes GTP binding to wildtype human HRas; P01112; GST-Ras wt beads, Bodipy-FL-GTP binding, flow cytometry; actives lie on both sides; GTP binding activity, % at 10 µM; 190,000 compounds, 0.14% hits;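 active = GTP binding activity at least 20% away from the 100% baseline, either lowered as inhibitor or raised as activator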;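 note: 0% = unlabeled GTP competition control and 100% = no-compound control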
Target sequence (P01112 whole entry, looked up): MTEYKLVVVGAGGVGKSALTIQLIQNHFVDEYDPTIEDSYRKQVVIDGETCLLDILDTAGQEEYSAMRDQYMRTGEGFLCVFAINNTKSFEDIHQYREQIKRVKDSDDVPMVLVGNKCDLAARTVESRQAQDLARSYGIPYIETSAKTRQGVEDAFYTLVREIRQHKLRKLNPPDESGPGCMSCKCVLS
ABCB1 block: blocks JC-1 efflux by human ABCB1 transporter | 190,000 compounds, 0.067% hits | P08183 | inhibition, % at 6.6 µM | CCRF-Adr cells, flow cytometry; in the data active = inhibition above about 40%;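 note: 0% = vehicle and 100% = reference inhibitor; higher value means more JC-1 retained so stronger ABCB1 efflux block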
Pf gamet viab: inhibitors of late stage P. falciparum gametocyte viability | P. falciparum stage V gametocytes, ATP luminescence, 24 h | 150,000 compounds, 0.065% hits | inhibition, % at 10.9 µM;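 active = inhibition above the mean plus 3 SD of compounds within the control limits, set per campaign, cut at about 38% in these data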;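 note: 0% = DMSO wells and 100% = medium only without gametocytes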
Rac1 wt modul: modulators of human Rac1 wildtype GTP binding. P63000. GST-Rac1 beads, fluorescent GTP binding, flow cytometry; actives lie on both sides; 0 = cold GTP competed, 100 = untreated. GTP binding activity (% of control), % at 10 µM. 190,000 compounds, 0.27% hits. AID 757;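 active = GTP binding activity at least 20 points away from the 100% control level, either lower or higher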
Rab2A wt mod: changes GTP binding to wildtype dog Rab2A, up or down; P61105; GST-Rab2 wt beads, Bodipy-GTP binding, flow cytometry; GTP binding activity, % at 10 µM; 190,000 compounds, 0.19% hits;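 active = GTP binding activity at least 20 points away from 100%, either lowered or raised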;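 note: 0% = beads with excess unlabeled GTP and 100% = no-compound control corrected for plate trend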
ABCG2 inh: blocks JC-1 efflux by human ABCG2 transporter. Q9UNQ0. IgMXP3 cells, flow cytometry. inhibition, % at 6.6 µM. 190,000 compounds, 0.1% hits. AID 1325;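 active = inhibition above 80%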;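 note: 0% = DMSO and 100% = nicardipine control wells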
Target sequence (Q9UNQ0 whole entry, looked up): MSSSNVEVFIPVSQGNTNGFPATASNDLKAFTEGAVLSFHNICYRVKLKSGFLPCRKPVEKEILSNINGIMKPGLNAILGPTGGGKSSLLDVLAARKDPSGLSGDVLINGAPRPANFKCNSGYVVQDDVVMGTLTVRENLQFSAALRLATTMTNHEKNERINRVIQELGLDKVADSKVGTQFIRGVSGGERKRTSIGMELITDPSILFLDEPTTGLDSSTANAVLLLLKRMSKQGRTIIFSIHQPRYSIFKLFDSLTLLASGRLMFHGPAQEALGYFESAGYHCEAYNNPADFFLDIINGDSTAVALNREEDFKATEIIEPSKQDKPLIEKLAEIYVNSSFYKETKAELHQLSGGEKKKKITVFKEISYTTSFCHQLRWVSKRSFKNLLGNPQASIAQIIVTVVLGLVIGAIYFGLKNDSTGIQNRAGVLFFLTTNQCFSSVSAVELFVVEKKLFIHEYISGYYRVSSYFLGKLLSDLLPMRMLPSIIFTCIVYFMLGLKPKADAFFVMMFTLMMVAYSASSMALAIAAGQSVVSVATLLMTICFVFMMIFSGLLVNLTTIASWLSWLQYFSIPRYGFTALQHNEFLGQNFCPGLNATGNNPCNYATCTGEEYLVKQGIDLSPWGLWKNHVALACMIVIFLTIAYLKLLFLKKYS
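Test system: IgMXP3 (ABCG2) plus far-red-tagged CCRF-Adr (ABCB1) cells / Amount: 3 million cells/mL in well / Reagent: JC-1 transporter substrate / Timing: 10 min compound exposure, 25 °C / Signal: flow cytometry, 530 nm JC-1 signal / Read-out: percent efflux inhibition, scaled nicardipine 100% to DMSO 0% / Benchmarks: nicardipine as high control, DMSO as low control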
* hit, by the source's call.

Screening CCN(CC)S(=O)(=O)c1ccc(Cl)c(NC(=O)COC(=O)c2ccc(O)cc2)c1 returned Avidin bead fluor 21, Cdc42 wt GTP 93.0, Rac1 act GTP bind 91.0, GSH fluor 11, Rab7 wt GTP bind 104.0, HRas wt GTP 96.0, ABCB1 block -0.6, Pf gamet viab -3.1, Rac1 wt modul 93.0, Rab2A wt mod 95.0 and ABCG2 inh -1.8.
`COc1ccc(C(=O)N/N=c2\oc3ccccc3cc2C(=O)NCc2ccccc2)cc1` gave Avidin bead fluor 2, Cdc42 wt GTP 104.0, Rac1 act GTP bind 102.0, GSH fluor 6, Rab7 wt GTP bind 103.0, HRas wt GTP 107.0, ABCB1 block 0.3, Pf gamet viab 5.1, Rac1 wt modul 105.0, Rab2A wt mod 106.0 and ABCG2 inh -1.0.
`c1ccc(-c2cc3c(ccc4nonc43)nn2)cc1` gave Avidin bead fluor 25, Cdc42 wt GTP 101.0, Rac1 act GTP bind 98.0, GSH fluor 19, Rab7 wt GTP bind 104.0, HRas wt GTP 101.0, ABCB1 block 0.2, Rac1 wt modul 106.0, Rab2A wt mod 101.0 and ABCG2 inh 45.4.
Screening CN(C)/C=N/c1cc(=O)[nH]c(=O)n1C returned Avidin bead fluor 9, Cdc42 wt GTP 105.0, Rac1 act GTP bind 101.0, GSH fluor 17, Rab7 wt GTP bind 102.0, HRas wt GTP 104.0, ABCB1 block 1.2, Rac1 wt modul 107.0, Rab2A wt mod 103.0 and ABCG2 inh 3.7.
For O=C(CCN1C(=O)COc2ccccc21)NCCN1CCN(c2ccccc2F)CC1 the results were Avidin bead fluor 7, Cdc42 wt GTP 105.0, Rac1 act GTP bind 103.0, GSH fluor 14, Rab7 wt GTP bind 102.0, HRas wt GTP 104.0, ABCB1 block 0.1, Pf gamet viab 13.3, Rac1 wt modul 107.0, Rab2A wt mod 104.0 and ABCG2 inh 1.1.
For Cc1ccc(C(=O)NC2CC(C)(C)NC(C)(C)C2)cc1C the results were Avidin bead fluor 15, Cdc42 wt GTP 109.0, Rac1 act GTP bind 103.0, GSH fluor 27, Rab7 wt GTP bind 99.0, HRas wt GTP 106.0, ABCB1 block 0.3, Rac1 wt modul 105.0, Rab2A wt mod 107.0 and ABCG2 inh 2.6.
Cc1ccc(OCc2nnc(SCC(=O)Nc3nccs3)n2-c2ccccc2)cc1C was read as Avidin bead fluor 16, Cdc42 wt GTP 102.0, Rac1 act GTP bind 100.0, GSH fluor 11, Rab7 wt GTP bind 102.0, HRas wt GTP 103.0, ABCB1 block 0.4, Pf gamet viab 21.3, Rac1 wt modul 106.0, Rab2A wt mod 101.0 and ABCG2 inh 1.1.
Screening CCOc1ccc(NC(=O)C(CC(=O)O)Cc2ccccc2)cc1 (stereo not given) returned Avidin bead fluor 11, Cdc42 wt GTP 99.0, Rac1 act GTP bind 93.0, GSH fluor 14, Rab7 wt GTP bind 94.0, HRas wt GTP 97.0, ABCB1 block 0.5, Pf gamet viab 12.7, Rac1 wt modul 99.0, Rab2A wt mod 99.0 and ABCG2 inh -0.6.
Nc1nnc(-c2ccncc2)s1 was read as Avidin bead fluor 6, Cdc42 wt GTP 105.0, Rac1 act GTP bind 101.0, GSH fluor 19, Rab7 wt GTP bind 101.0, HRas wt GTP 102.0, ABCB1 block 0.2, Pf gamet viab -7.2, Rac1 wt modul 104.0, Rab2A wt mod 101.0 and ABCG2 inh 0.4.
Screening COC(=O)C(C)n1nc(C)n(-c2ccc(C)cc2)c1=O (stereo not given) returned Avidin bead fluor 14, Cdc42 wt GTP 95.0, Rac1 act GTP bind 94.0, GSH fluor 17, Rab7 wt GTP bind 95.0, HRas wt GTP 95.0, ABCB1 block 1.3, Pf gamet viab 1.3, Rac1 wt modul 94.0, Rab2A wt mod 92.0 and ABCG2 inh 4.8.
For CCCCC(=O)N(c1ccc(C(=O)O)cc1)c1nc(-c2ccc(Cl)cc2)c(CC)s1 the results were Avidin bead fluor 6, Cdc42 wt GTP 94.0, Rac1 act GTP bind 94.0, GSH fluor 10, Rab7 wt GTP bind 104.0, HRas wt GTP 97.0, ABCB1 block -0.1, Pf gamet viab 0.0, Rac1 wt modul 100.0, Rab2A wt mod 96.0 and ABCG2 inh 0.0.
Screening COc1ccc(CN2C(=O)c3ccccc3C(/C=N/OCc3ccc(Cl)cc3)C2=O)cc1 (stereo not given) returned Avidin bead fluor 34, Cdc42 wt GTP 97.0, Rac1 act GTP bind 94.0, GSH fluor 17, Rab7 wt GTP bind 95.0, HRas wt GTP 95.0, ABCB1 block -0.1, Pf gamet viab -3.8, Rac1 wt modul 95.0, Rab2A wt mod 94.0 and ABCG2 inh -0.4.
`O=C1Nc2ccccc2N(O)N1c1cc(-c2cccc(Cl)c2)no1` gave Avidin bead fluor 9, Cdc42 wt GTP 99.0, Rac1 act GTP bind 98.0, GSH fluor 37, Rab7 wt GTP bind 101.0, HRas wt GTP 100.0, ABCB1 block 0.6, Pf gamet viab -29.9, Rac1 wt modul 100.0, Rab2A wt mod 99.0 and ABCG2 inh 1.3.
For CCOC(=O)N1CCN(C(=O)CN(C)S(=O)(=O)c2ccc3c(c2)C(C)(C)C(=O)N3C)CC1 the results were Avidin bead fluor 21, Cdc42 wt GTP 107.0, Rac1 act GTP bind 99.0, GSH fluor 10, Rab7 wt GTP bind 100.0, HRas wt GTP 104.0, ABCB1 block 1.1, Rac1 wt modul 110.0, Rab2A wt mod 101.0 and ABCG2 inh 7.2.
For Cc1cccc(NC(=O)c2cc([N+](=O)[O-])ccc2Cl)c1O the results were Avidin bead fluor 10, Cdc42 wt GTP 96.0, Rac1 act GTP bind 95.0, GSH fluor 14, Rab7 wt GTP bind 105.0, HRas wt GTP 99.0, ABCB1 block 1.3, Rac1 wt modul 97.0, Rab2A wt mod 100.0 and ABCG2 inh 7.0.
Screening CCOC(=O)c1cn(-c2ccc([N+](=O)[O-])cc2)c2cc(Cl)c([N+](=O)[O-])cc2c1=O returned Avidin bead fluor 13, Cdc42 wt GTP 98.0, Rac1 act GTP bind 97.0, GSH fluor 21, Rab7 wt GTP bind 99.0, HRas wt GTP 100.0, ABCB1 block 0.2, Pf gamet viab -11.4, Rac1 wt modul 100.0, Rab2A wt mod 97.0 and ABCG2 inh 3.2.
For CCNC(=S)NNC(=O)c1cc(C2CC2)nc2ccccc12 the results were Avidin bead fluor 31, Cdc42 wt GTP 98.0, Rac1 act GTP bind 98.0, GSH fluor 7, Rab7 wt GTP bind 94.0, HRas wt GTP 98.0, ABCB1 block 0.7, Pf gamet viab -8.3, Rac1 wt modul 97.0, Rab2A wt mod 94.0 and ABCG2 inh 3.6.
For CC(C(=O)Nc1ccc(Cl)cc1)c1ncc(C(F)(F)F)cc1Cl (stereo not given) the results were Avidin bead fluor 15, Cdc42 wt GTP 95.0, Rac1 act GTP bind 93.0, GSH fluor 29, Rab7 wt GTP bind 96.0, HRas wt GTP 95.0, ABCB1 block -0.1, Rac1 wt modul 94.0, Rab2A wt mod 94.0 and ABCG2 inh 3.2.
COc1ccnc(NCc2cccnc2)c1C#N was read as Avidin bead fluor 14, Cdc42 wt GTP 108.0, Rac1 act GTP bind 102.0, GSH fluor 23, Rab7 wt GTP bind 99.0, HRas wt GTP 106.0, ABCB1 block 0.5, Pf gamet viab 11.3, Rac1 wt modul 103.0, Rab2A wt mod 107.0 and ABCG2 inh 2.6.
`Cc1ccccc1CNS(=O)(=O)c1ccccc1[N+](=O)[O-]` gave Avidin bead fluor 9, Cdc42 wt GTP 94.0, Rac1 act GTP bind 98.0, GSH fluor 11, Rab7 wt GTP bind 102.0, HRas wt GTP 96.0, ABCB1 block 0.8, Pf gamet viab -49.2, Rac1 wt modul 100.0, Rab2A wt mod 99.0 and ABCG2 inh 24.9.
Nc1ccc(-c2n[nH]c(=O)c3ccccc23)cc1N was read as Avidin bead fluor 8, Cdc42 wt GTP 103.0, Rac1 act GTP bind 103.0, GSH fluor 10, Rab7 wt GTP bind 102.0, HRas wt GTP 103.0, ABCB1 block 0.3, Pf gamet viab 1.9, Rac1 wt modul 108.0, Rab2A wt mod 103.0 and ABCG2 inh 0.1.
For CCCCc1ccc(/C=C2/C(=O)ON=C2c2ccccc2)s1 the results were Avidin bead fluor 15, Cdc42 wt GTP 101.0, Rac1 act GTP bind 99.0, GSH fluor 9, Rab7 wt GTP bind 97.0, HRas wt GTP 103.0, ABCB1 block -0.7, Pf gamet viab 15.4, Rac1 wt modul 104.0, Rab2A wt mod 103.0 and ABCG2 inh -3.9.
`COc1cccc(C(=O)Nc2cc3c(cc2C(C)=O)OCCO3)c1` gave Avidin bead fluor 8, Cdc42 wt GTP 99.0, Rac1 act GTP bind 99.0, GSH fluor 7, Rab7 wt GTP bind 99.0, HRas wt GTP 97.0, ABCB1 block 1.4, Pf gamet viab 18.6, Rac1 wt modul 97.0, Rab2A wt mod 99.0 and ABCG2 inh 11.1.
`CCOC(=O)c1cc(-c2ccc(C)c([N+](=O)[O-])c2)nc2c1c(=O)n(C)c(=O)n2C` gave Avidin bead fluor 8, Cdc42 wt GTP 103.0, Rac1 act GTP bind 93.0, GSH fluor 15, Rab7 wt GTP bind 109.0, HRas wt GTP 101.0, ABCB1 block 1.6, Rac1 wt modul 99.0, Rab2A wt mod 98.0 and ABCG2 inh 7.6.
CCC(CC)NC(=O)c1cc([N+](=O)[O-])ccc1N1CCOCC1 was read as Avidin bead fluor 10, Cdc42 wt GTP 100.0, Rac1 act GTP bind 101.0, GSH fluor 11, Rab7 wt GTP bind 103.0, HRas wt GTP 100.0, ABCB1 block 1.1, Pf gamet viab -7.7, Rac1 wt modul 102.0, Rab2A wt mod 101.0 and ABCG2 inh 35.7.
`CCC(=O)Nc1nc(CC(=O)Nc2ccccc2OC)cs1` gave Avidin bead fluor 7, Cdc42 wt GTP 100.0, Rac1 act GTP bind 100.0, GSH fluor 60, Rab7 wt GTP bind 98.0, HRas wt GTP 101.0, ABCB1 block 1.9, Pf gamet viab 11.0, Rac1 wt modul 103.0, Rab2A wt mod 101.0 and ABCG2 inh 26.2.
`COc1ccc(CCNC(=O)c2ccc3c(c2)NC(=O)C(N2CCOCC2)S3)cc1OC` (stereo not given) gave Avidin bead fluor 8, Cdc42 wt GTP 109.0, Rac1 act GTP bind 102.0, GSH fluor 18, Rab7 wt GTP bind 105.0, HRas wt GTP 107.0, ABCB1 block 0.1, Rac1 wt modul 105.0, Rab2A wt mod 107.0 and ABCG2 inh 0.5.
For COc1cccc(C2=NOC(C(=O)Nc3ccc(C(C)=O)cc3)C2)c1 (stereo not given) the results were Avidin bead fluor 17, Cdc42 wt GTP 98.0, Rac1 act GTP bind 98.0, GSH fluor 25, Rab7 wt GTP bind 96.0, HRas wt GTP 99.0, ABCB1 block 0.5, Pf gamet viab -21.5, Rac1 wt modul 100.0, Rab2A wt mod 101.0 and ABCG2 inh 0.8.
